Assay outcomes as filed in PubChem BioAssay.
Growth percent in the NCI-60 one-dose screen (48 h, 10 µM unless noted): 100 = growth as untreated, 0 = no growth, -100 = all killed.
MDA-MB-435 = MDA-MB-435 melanoma; hit rate 7.8% among 82,000; AID 1794794
HOP-92 = HOP-92 NSCLC cells. hit rate 6.3% among 71,000
RPMI-8226 = RPMI-8226 leukemia cells; hit rate 7.5% among 77,000; AID 1794781
A549/ATCC = A549/ATCC NSCLC; hit rate 3.7% among 81,000
M14 = M14 melanoma | hit rate 6.2% among 80,000 | AID 1794745
HOP-62 = HOP-62 NSCLC | hit rate 3.9% among 80,000 | AID 1794735
EKVX = EKVX NSCLC | hit rate 3% among 71,000 | AID 1794765
CCRF-CEM = CCRF-CEM leukemia | hit rate 7% among 77,000 | AID 1794778
* = called active by the depositor; · = not tested or not shown; ! = not active in a repeat. The calls were made as follows: active = growth percent below 10; inactive = the rest.

SMILES	MDA-MB-435	HOP-92	RPMI-8226	A549/ATCC	M14	HOP-62	EKVX	CCRF-CEM
N#CC(c1ccccc1)N1CCCCC1 (stereo not drawn)	110	84	99	99	103	92	109	100
CCOc1cc(/C=C2\COc3ccc(-c4ccccc4)cc3C2=O)ccc1O	101	87	93	92	107	103	95	104
O=C(CSc1ccccn1)C1=S=C2C=CC=CN2C1=O	99	98	99	98	113	107	·	98
Cc1ccc(C(=O)c2ccc(Cl)cc2)cc1	104	·	96	106	102	124	·	99
CCOC(=O)C(C(=O)OCC)(c1ccccc1)c1ccccc1	108	79	101	98	90	110	97	105
CC(=C(C#N)C#N)c1cccc([N+](=O)[O-])c1	112	110	110	132	114	100	115	102
COc1cc(Nc2nc3ccccc3nc2NS(=O)(=O)c2ccc(NC(=O)c3ccc(C)c(OC)c3)cc2)cc(OC)c1	3.1*!	-26*	8.4*	-9.7*!	8.8*!	-1.6*!	8.6*!	20
CC12CCc3c(ccc4cc(O)ccc34)C1CCC2=O (stereo not drawn)	57	86	86	75	101	99	49	68
N=c1c2c(-c3ccccc3)c(-c3ccccc3)oc2ncn1NC(=O)c1ccc(O)cc1	106	90	102	97	109	104	96	89
O=C1Nc2ccccc2[C@]12CC(c1ccccc1)=NN2	-1.7*	31	39	44	26	60	51	37
Cc1cc(N2CCOCC2)nc(N(CCNc2ccnc3cc(Cl)ccc23)Cc2cccs2)n1	-1.4*	16	-12*	29	3.0*	20	52	6.4*
O=C1C(S(=O)(=O)O)=CC(=Nc2ccc(O)cc2)c2ccccc21	106	102	105	99	102	99	109	109
Cc1cc(C(O)(c2ccccc2)C(O)(c2ccccc2)c2ccc(-c3ccccc3)c(C)c2)ccc1-c1ccccc1 (stereo not drawn)	39	107	89	94	79	106	73	82
Cc1ccc(NC(=O)Cn2nncc2COc2ccc3ccccc3c2C=O)cc1	103	112	112	95	93	96	89	115
CC1=C(C)C(=O)C(C(C2=C(C)C(=O)C(C)=C(C)C2=O)c2ccccc2)=C(C)C1=O	94	52	70	105	·	·	93	83
O=C(CSc1nc2ccccc2c(=O)n1-c1ccccc1)Nc1cccc(C(=O)/C=C/c2ccccc2Cl)c1	98	·	68	98	103	118	99	113
COc1ccc(Oc2nc(NC3CCCC3)nc(Sc3ccc(OC)cc3)n2)cc1	89	·	64	73	88	76	·	53
O=C(NCc1ccccc1)C(=O)c1cn(CCCn2cc(C(=O)C(=O)NCc3ccccc3)c3ccccc32)c2ccccc12	105	108	98	102	98	98	98	104
CN(C)C1(C)C=CC2CC1C2(C)C (stereo not drawn)	105	94	99	96	94	100	·	90
c1nc(C2OCCO2)sc1CN1CCOCC1	89	105	116	107	99	102	102	119
Cc1ccc2c(c1)sc(-c1ccc(N(C)C)cc1)[n+]2C	9.7*	-39*	-57*	27	·	1.8*	6.3*	11
NCCC1CCCCCC1	102	52	103	102	111	98	·	·
C[C@@H]1O[C@@H](OC[C@H]2OC(Oc3c(-c4ccc(OCCO)c(OCCO)c4)oc4cc(OCCO)cc(O)c4c3=O)[C@H](O)[C@@H](O)[C@@H]2O)[C@H](O)[C@H](O)[C@H]1O (stereo partly drawn)	110	·	112	101	111	103	99	112
CCC(O)(Cc1ccccn1)Cc1ccccn1	107	120	·	109	·	108	100	135
O=C1CC(c2ccc3c(c2)OCO3)Nc2cc3c(cc21)OCO3 (stereo not drawn)	-35*	29	16	10	·	30	36	9.7*
O=C(NCc1ccco1)C1CN(c2ccc(Cl)cc2)N(c2ccc(Cl)cc2)C1=O (stereo not drawn)	-32*	78	48	40	32	49	66	32
N/C(=N\c1nc2ccccc2o1)NC(=O)Nc1cccc(Cl)c1	86	84	93	100	101	100	89	·
CCOC(=O)NNC(N)=S	94	·	·	94	107	98	95	·
C=C1C(=O)O[C@H]2[C@H]1CC/C(COC(=O)NCCc1ccccc1OC)=C\CC[C@@]1(C)O[C@@H]21	104	91	102	91	104	92	98	99
CCOc1ccc(-n2nc(C(=O)Nc3ccccc3)nc2-c2cc(OC)c(OC)c(OC)c2)cc1	0.2*	46	47	41	38	56	53	51
C=CCSC1=NC2C(N(C)C(=O)N2C)N1/N=C/C=C/c1ccccc1OC (stereo not drawn)	91	92	79	91	·	101	93	98
c1ccc([P+](c2ccccc2)(c2ccccc2)c2ccc3c4ccc([P+](c5ccccc5)(c5ccccc5)c5ccccc5)c5cccc(c6cccc2c63)c54)cc1	3.3*	9.5*	-8.3*	11	15	14	13	27
O=c1[nH]c(=O)n([C@H]2C[C@H](O)C(CO)O2)cc1I (stereo partly drawn)	69	101	75	64	69	·	84	70
O=C1C=CC(Nc2ccccc2[N+](=O)[O-])C1Nc1ccccc1[N+](=O)[O-] (stereo not drawn)	8.8*	-57*	-17*	92	-69*	91	-97*	10
CC(N)C12CC3CC(CC(C3)C1)C2 (stereo not drawn)	103	110	90	102	97	109	93	98
CCCCCCC(=O)OCC(=O)c1ccc(Br)cc1	109	94	98	78	103	91	107	102
Cc1cc(C)nc(NS(=O)(=O)c2ccc(NC(=O)c3ccc(-n4c(=O)[nH]c5ccccc5c4=O)cc3)cc2)n1	109	·	108	97	101	103	109	106
O=C(c1ccccc1)c1c(/C=C/c2ccccc2)nc2ccccc2c1/C=C/c1ccc(Br)cc1	100	98	104	98	97	101	102	97
CC(C)(C)c1ccc(N=O)cc1	96	103	83	94	106	108	·	73
NC(=O)c1c(NC(=O)c2ccc(C(F)(F)F)cc2)sc2cc(O)ccc12	90	83	55	83	95	103	101	32
C=CCSSC1N=CNc2nc[nH]c21 (stereo not drawn)	26	31	-15*	95	8.7*	1.1*	94	·
CC(C)c1nc(SCC(=O)c2ccccc2)nc(Nc2ccc(S(N)(=O)=O)cc2)c1C#N	111	·	97	98	103	103	101	105
CCOC(=O)c1nn(C2CCCCO2)c2ccc(NC(=O)c3ccccc3)cc12 (stereo not drawn)	102	101	98	99	102	105	104	98
COc1ccccc1CNc1nc(N)nc2[nH]c3ccc(O)cc3c12	-28*	34	49	41	10	37	90	44
COc1ccc(N=C(c2ccccc2)C2C(=O)c3ccccc3C2=O)cc1	59	-11*	37	94	92	97	104	46
O=C1CCCN1C(O)CCN(Cc1ccccc1)Cc1ccc(Cl)cc1 (stereo not drawn)	103	·	99	103	100	104	101	92
O=C(O)c1cn(C2CC2)c2cc(N3CCN(C(=O)CCCN4C(=O)S/C(=C/c5ccc(Cl)cc5)C4=O)CC3)c(F)cc2c1=O	106	90	117	97	99	97	98	107
N#C/C(C(=O)Nc1ccccc1)=c1\s/c(=C\Nc2ccc(F)cc2)c(=O)n1-c1ccccc1	93	81	57	94	96	100	90	73
NC(=O)NNC(=O)c1ccccc1	105	103	103	101	107	107	96	105
CC1(C(=O)OCc2ccccc2)C(=O)C2=C(CCCC2)N1c1ccc(Br)cc1 (stereo not drawn)	95	84	66	81	85	91	77	101
CCOc1ccc(N2C(=O)N(c3ccc(OC)cc3)C(=N)C2=S)cc1	108	99	101	83	89	72	94	90
CC(=O)Nc1ccc(F)c(F)c1	99	76	97	98	100	106	103	97
O=c1sn(CCI)c(=O)n1Cc1ccc(Cn2c(=O)sn(CCI)c2=O)cc1	104	104	85	92	91	94	96	24
FC(F)(F)Sc1ccc(/C=C/c2cc(/C=C/c3ccc(SC(F)(F)F)cc3)on2)cc1	105	89	80	75	95	101	104	71
CS(=O)(=O)c1ccc(-c2nc3ccccn3c2/C=N/Nc2nc(-c3ccccc3)cs2)cc1	102	114	91	103	97	94	88	100
O=C1/C(=C/c2ccc(O)c(O)c2)COc2ccc(-c3ccccc3)cc21	-6.8*	1.7*	-13*	32	46	77	79	16
Cc1cccc(C)c1NC(=O)c1sc2nc3c(cc2c1N)C(=O)CCC3	13	·	96	36	87	112	·	66

In the list so far, these contain a carbonyl joined to an NH by a bond outside any ring:
SMILES	MDA-MB-435	HOP-92	RPMI-8226	A549/ATCC	M14	HOP-62	EKVX	CCRF-CEM
COc1cc(Nc2nc3ccccc3nc2NS(=O)(=O)c2ccc(NC(=O)c3ccc(C)c(OC)c3)cc2)cc(OC)c1	3.1*!	-26*	8.4*	-9.7*!	8.8*!	-1.6*!	8.6*!	20
N=c1c2c(-c3ccccc3)c(-c3ccccc3)oc2ncn1NC(=O)c1ccc(O)cc1	106	90	102	97	109	104	96	89
Cc1ccc(NC(=O)Cn2nncc2COc2ccc3ccccc3c2C=O)cc1	103	112	112	95	93	96	89	115
O=C(CSc1nc2ccccc2c(=O)n1-c1ccccc1)Nc1cccc(C(=O)/C=C/c2ccccc2Cl)c1	98	·	68	98	103	118	99	113
O=C(NCc1ccccc1)C(=O)c1cn(CCCn2cc(C(=O)C(=O)NCc3ccccc3)c3ccccc32)c2ccccc12	105	108	98	102	98	98	98	104
O=C(NCc1ccco1)C1CN(c2ccc(Cl)cc2)N(c2ccc(Cl)cc2)C1=O (stereo not drawn)	-32*	78	48	40	32	49	66	32
N/C(=N\c1nc2ccccc2o1)NC(=O)Nc1cccc(Cl)c1	86	84	93	100	101	100	89	·
CCOC(=O)NNC(N)=S	94	·	·	94	107	98	95	·
C=C1C(=O)O[C@H]2[C@H]1CC/C(COC(=O)NCCc1ccccc1OC)=C\CC[C@@]1(C)O[C@@H]21	104	91	102	91	104	92	98	99
CCOc1ccc(-n2nc(C(=O)Nc3ccccc3)nc2-c2cc(OC)c(OC)c(OC)c2)cc1	0.2*	46	47	41	38	56	53	51
Cc1cc(C)nc(NS(=O)(=O)c2ccc(NC(=O)c3ccc(-n4c(=O)[nH]c5ccccc5c4=O)cc3)cc2)n1	109	·	108	97	101	103	109	106
NC(=O)c1c(NC(=O)c2ccc(C(F)(F)F)cc2)sc2cc(O)ccc12	90	83	55	83	95	103	101	32
CCOC(=O)c1nn(C2CCCCO2)c2ccc(NC(=O)c3ccccc3)cc12 (stereo not drawn)	102	101	98	99	102	105	104	98
N#C/C(C(=O)Nc1ccccc1)=c1\s/c(=C\Nc2ccc(F)cc2)c(=O)n1-c1ccccc1	93	81	57	94	96	100	90	73
NC(=O)NNC(=O)c1ccccc1	105	103	103	101	107	107	96	105
CC(=O)Nc1ccc(F)c(F)c1	99	76	97	98	100	106	103	97
Cc1cccc(C)c1NC(=O)c1sc2nc3c(cc2c1N)C(=O)CCC3	13	·	96	36	87	112	·	66
